thrombin 1536 – inhibitors of human thrombin; alpha-thrombin, Boc-VPR-AMC fluorogenic substrate cleavage; inhibition, % at 5 µM; 220,000 tested, 0.26% active; AID 1046;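 active means inhibition at or above 40%; inactive means inhibition below 40%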;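 further: 0% = enzyme with no compound and 100% = wells without enzyme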
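System: human alpha-thrombin protein; Compound dosing: one concentration per compound, 5 µM, with 0.2% DMSO; Timing: reaction at room temperature; Technique: AMC fluorescence, 355/460 nm; Controls: enzyme without compound as high, wells lacking enzyme as low.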
FXIIa inh 1536 – blocks human coagulation factor XIIa protease activity; P00748; purified FXIIa, Boc-QGR-AMC fluorogenic substrate, 2 h; inhibition, % at 5 µM; 220,000 tested, 0.3% active; AID 800; in the data active means inhibition above about 40%;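 further: 0% = enzyme with no compound and 100% = blank without enzyme; many of its hits are not listed in these tables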
m-calpain inh – blocks pig calpain II enzyme activity; inhibition, % at 16 µM; 220,000 tested, 0.37% active; purified calpain II, fluorogenic peptide substrate, 30 min;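 active means inhibition above about 50%, limit read from the data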
Rad51 HR inh – Rad51 (human) homologous recombination inhibition | 200,000 tested, 0.085% active | hRad51 DNA strand exchange, fluorescence dequenching | Q06609 | inhibition, % at 10 µM;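 active means inhibition above 40% at the single screening dose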;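 further: 0% = DMSO control wells and 100% = blanks with heterologous ssDNA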
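Material: hRad51 filaments on single-stranded DNA; Reagent: Donor/quencher-labelled 47-bp dsDNA substrate; Compound: 10 µM final, single point; Schedule: 37 °C 15-min filament assembly, 30-min compound preincubation, 15-min exchange; Technique: FRET fluorescence, excitation 485 nm, emission 520 nm; Benchmarks: control wells and blank wells on each plate.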
KLK5 inh – inhibitors of human kallikrein 5; recombinant hK5, fluorogenic AMC substrate cleavage; inhibition, % at 5 µM; Q9Y337; 210,000 tested, 0.59% active;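 active means inhibition of 40% or more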;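 further: 0% = enzyme controls without compound and 100% = no-enzyme blanks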
Target sequence (Q9Y337 67-293 limits assumed): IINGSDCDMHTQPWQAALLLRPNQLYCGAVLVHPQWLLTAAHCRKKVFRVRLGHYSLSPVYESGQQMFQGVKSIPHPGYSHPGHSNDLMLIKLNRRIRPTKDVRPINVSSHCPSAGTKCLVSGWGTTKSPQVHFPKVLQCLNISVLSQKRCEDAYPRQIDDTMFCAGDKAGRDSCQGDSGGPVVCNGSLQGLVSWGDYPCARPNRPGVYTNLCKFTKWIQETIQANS
KCC2 mod – modulators of human KCC2 chloride dependent transport; B-score of Tl+ flux slope (higher = more flux/activation; lower = inhibition) at 10 µM; 190,000 tested, 2.2% active; AID 1456; KCC2 cells, thallium flux FluoZin-2 fluorescence;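 active means thallium flux slope and its plate-corrected score both differing from the plate sample mean at a set confidence after two filtering rounds, in either direction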;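 further: slope of fluorescence scaled to starting intensity during 10 to 20 s after thallium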
FXIa inh – blocks human coagulation factor XIa protease activity | P03951 | purified FXIa, Boc-Glu-Ala-Arg-AMC fluorogenic substrate | inhibition, % at 5 µM | 220,000 tested, 0.14% active | AID 798;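 active means inhibition of at least 40%; inactive means inhibition below 40%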;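 further: fluorescence of freed AMC excited at 355 nm; 0% = enzyme without compound and 100% = no enzyme blank; many of its hits are not listed in these tables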
Target sequence (P03951 19-387 limits assumed): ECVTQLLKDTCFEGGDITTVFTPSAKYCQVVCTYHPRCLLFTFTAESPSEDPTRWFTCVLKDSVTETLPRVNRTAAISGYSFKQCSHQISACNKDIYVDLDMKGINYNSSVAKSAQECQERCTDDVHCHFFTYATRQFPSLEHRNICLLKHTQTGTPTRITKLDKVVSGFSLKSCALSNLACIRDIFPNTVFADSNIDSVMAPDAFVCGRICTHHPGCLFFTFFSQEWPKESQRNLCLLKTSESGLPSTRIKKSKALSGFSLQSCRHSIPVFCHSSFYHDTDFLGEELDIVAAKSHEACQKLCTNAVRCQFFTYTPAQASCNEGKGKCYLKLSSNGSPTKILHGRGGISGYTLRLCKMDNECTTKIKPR
Target sequence (P03951 388-625 limits assumed): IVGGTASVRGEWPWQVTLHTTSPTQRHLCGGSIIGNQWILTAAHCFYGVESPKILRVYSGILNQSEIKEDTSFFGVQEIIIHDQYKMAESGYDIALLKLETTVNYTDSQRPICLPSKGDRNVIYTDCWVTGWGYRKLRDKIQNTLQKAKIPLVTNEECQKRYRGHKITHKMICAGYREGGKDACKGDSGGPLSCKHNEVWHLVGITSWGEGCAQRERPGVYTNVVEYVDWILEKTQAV
Furin inh – blocks human furin protease activity. P09958. purified furin, fluorogenic substrate cleavage. inhibition, % at 30 µM. 220,000 tested, 0.061% active. AID 463115; in the data active means inhibition above about 25%; further: inactives centre near -15
PERK inhibitor – blocks human PERK kinase. CHO PERK-DD fusion, SEAP luminescence translation reporter. Q9NZJ5. AID 1416. inhibition, % at 5.6 µM. 220,000 tested, 0.17% active;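 active means inhibition above the mean inhibition of all tested compounds plus 3 SD, set separately per screening campaign, cut at about 2.9% in these data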;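 further: PERK kinase domain activated by AP20187 dimerizer at 100 nM; 0% = DMSO with dimerizer and 100% = rapamycin at 8.4 µM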
* marks the source's active call; other numbers are inactive results; i = inactive; / = no result given; [ ] = dose if it differs, or a comment.

item	molecule	thrombin 1536	FXIIa inh 1536	m-calpain inh	Rad51 HR inh	KLK5 inh	KCC2 mod	FXIa inh	Furin inh	PERK inhibitor
1	Oc1ccc(/C=N/N(Cc2ccccc2)c2ccccc2)c(O)c1O	28	27	-75	-13	128*	0.29	29	0	-0.4
2	CCC1=C(OC(=O)N(CC)CC)N2C(=O)OC(=NCC(=O)OC)[C@]2(Cc2ccccc2)[C@H]2C1=CC[C@H]1C(=O)N(C)C(=O)[C@H]12	0	12	7	8	3	-0.13	3	-13	/
3	O=C(Nc1cc(Cl)cc(Cl)c1)c1cccc(OC(F)F)c1	0	1	11	2	-32	-0.086	-3	-12[20 µM]	-0.3
4	CCC(c1nnnn1C1CCCC1)N1CCN(c2ccccc2F)CC1 (centres undefined)	4	20	0	10	12	0.011	-10	-32	-0.6
5	Cn1c2ccccc2c(=O)n2c(=O)c3ccccc3cc12	-9	6	-36	4	-6	/	3	-6	1.0
6	COc1ccc(C(=O)OCC(=O)NC(=O)CCSc2ccccc2)cc1	-1	4	18	-6	-3	-0.23	3	-10	-0.5
7	O=C(O)Cc1sc(N/N=C\c2ccncc2)nc1-c1ccccc1	15	19	13	-107	32	0.32	35	13	-2.0
8	Cc1ccc(C#N)c(SCc2cc3c(cc2Cl)OCO3)n1	6	7	7	/	14	/	4	-23	0.8
9	CCOC(=O)c1ccc(NC(=O)Cn2nnc(-c3ccccc3)n2)cc1	-8	6	-16	1	0	/	-7	-13	0.5
10	CC(C)C(=O)n1nc(-c2cccnc2)nc1NCc1cccs1	100*	-3	9	6	-6	-2.1	13	-25	0.2
11	CCOC(=O)c1ccc(NC(=O)N2CCN(Cc3cccc(F)c3)CC2)cc1	7	13	-37	-2	0	-3*	0	-3[20 µM]	-1.1
12	O=C(CCC1CCCCC1)NNC(=O)c1cnccn1	-5	7	8	-2	-30	0.83	-2	-2	0.5
13	O=C(/C=C/Nc1cccc([N+](=O)[O-])c1)c1ccco1	/	/	/	2	/	0.22	/	-16[20 µM]	1.1
14	C=CCN(CC(=O)O)S(=O)(=O)c1ccccc1C(F)(F)F	1	13	-18	-7	15	0.82	1	-30	0.8
15	CCOC(=O)C1CCCN(C(=O)CSc2ccccc2)C1 (centres undefined)	0	7	-8	4	-9	0.72	4	-23	-0.5
16	Cc1occc1C(=O)NNC(=O)Nc1ccc(F)cc1F	-8	10	-21	-4	-7	-0.51	4	-18	1.2
17	CSc1cccc(NC(=O)C(C)NS(=O)(=O)c2ccc(F)cc2)c1 (centres undefined)	-2	8	-18	-13	7	/	-21	-16[20 µM]	-0.9
18	Cc1ccc(NC(=O)c2ccccc2)cc1OC(=O)c1ccccc1	-1	13	16	3	-10	0.012	1	-14[20 µM]	1.0
19	COc1cccc(-n2nnc3c(=O)n(Cc4ccc(C)cc4)cnc32)c1	6	15	-21	3	-1	/	4	-14	0.1
20	CCOC(=O)N/N=C(\CCC(=O)O)c1cccs1	1	9	6	/	5	7.2*	4	-26	3.0*
21	O=c1/c(=C\c2ccc(O)cc2)sc2n1C(c1ccccc1)C(c1ccccc1)=NN=2 (centres undefined)	3	16	-69	-23	-7	-0.24	3	6[20 µM]	0.3
22	Cc1onc(-c2c(F)cccc2Cl)c1C(=O)OCC(=O)NC(N)=O	-8	11	-30	-12	11	-0.053	1	-25	0.8
23	CC(C)C[C@H](NC(=O)c1[nH]cnc1C(=O)N[C@H](C)c1ccccc1)C(=O)OC(C)(C)C	0	12	48	5	4	0.011	4	-17	0.2
24	O=C1CC(C(=O)Nc2ccc(C(=O)O)cc2)C(c2ccccc2)O1 (centres undefined)	-5	6	-36	4	0	0.42	-3	-23[20 µM]	0.5

Next part, starting with the last four of the part before.
item	molecule	thrombin 1536	FXIIa inh 1536	m-calpain inh	Rad51 HR inh	KLK5 inh	KCC2 mod	FXIa inh	Furin inh	PERK inhibitor
21	O=c1/c(=C\c2ccc(O)cc2)sc2n1C(c1ccccc1)C(c1ccccc1)=NN=2 (centres undefined)	3	16	-69	-23	-7	-0.24	3	6[20 µM]	0.3
22	Cc1onc(-c2c(F)cccc2Cl)c1C(=O)OCC(=O)NC(N)=O	-8	11	-30	-12	11	-0.053	1	-25	0.8
23	CC(C)C[C@H](NC(=O)c1[nH]cnc1C(=O)N[C@H](C)c1ccccc1)C(=O)OC(C)(C)C	0	12	48	5	4	0.011	4	-17	0.2
24	O=C1CC(C(=O)Nc2ccc(C(=O)O)cc2)C(c2ccccc2)O1 (centres undefined)	-5	6	-36	4	0	0.42	-3	-23[20 µM]	0.5
25	Cc1cc(C)cc(-n2c(C)cc(C(=O)CSc3nnnn3C)c2C)c1	3	12	-2	-9	5	0.52	-14	-10[20 µM]	-1.7
26	Cc1cccc(S(=O)(=O)Nc2cccc3c2C(=O)c2ccccc2-3)c1	4	14	8	-25	6	/	2	-6[20 µM]	0.8
27	COc1ccccc1NC(=O)CN(c1ccc(C23CC4CC(CC(C4)C2)C3)cc1)S(C)(=O)=O	-4	9	-25	/	-4	/	-5	-11[20 µM]	-0.5
28	Cc1cc(NC(=O)CSc2nc3sc4c(c3c(=O)n2C)CCCC4)no1	-8	-5	52*	/	5	0.81	-2	-23	0.8
29	O=C1c2ccccc2C(=O)c2c1ncn2-c1ccccc1	-5	9	-3	-8	-16	-0.38	2	-8	0.3
30	COc1ccccc1/C=C/C(=O)c1ccccc1	-5	5	9	/	2	-1	4	-3	-0.7
31	Cc1ccc2nc(Cc3ccc(N)cc3)oc2c1	-3	3	1	-3	-5	-0.036	-1	-5	0.4
32	Cc1ccc(NC2=NCC(=O)N2C2CCCC2)c(C)c1	22	26	25	1	112*	-2.4	12	-13[20 µM]	0.3
33	COc1cc(C)c(/C=C(\C#N)C(=O)Nc2ccc(C)cc2)cc1C(C)C	-10	10	-131	-6	-4	-0.64	-3	-8	0.7
34	Cc1ccnc(NC(=O)/C=C/c2ccccc2[N+](=O)[O-])c1	-1	6	-16	17	-1	-0.18	-2	-20	-0.3
35	COc1ccc(C(=O)Nc2ccc(C)c(S(=O)(=O)N3CCCCCC3)c2)cc1	-3	10	15	/	/	-0.25	2	-30	0.7
36	CCOC(=O)c1[nH]cnc1C(=O)Nc1cccc(OC)c1	-4	4	24	15	0	0.53	-2	-9	-0.3
37	COn1c(-c2ccccc2)nc2c1CCc1nonc1-2	1	6	-4	10	-12	-1.2	5	-5[20 µM]	0.0
38	O=C(O)c1cc(-c2ccccn2)n[nH]1	3	13	-1	-1	-3	/	8	-7	2.2
39	CCCOc1ccc(/C(O)=C2/C(=O)C(=O)N(CCCn3ccnc3)C2c2ccc(C)o2)cc1 (centres undefined)	-2	9	-16	-6	0	1.7	2	-12	1.1
40	Cc1c([N+](=O)[O-])c([N+](=O)[O-])nn1CC(=O)N1CCOCC1	2	6	-19	13	-16	1.4	2	-30	-0.6
41	CN(C)S(=O)(=O)c1cccc(NC(=O)COC(=O)c2cc(=O)[nH]c(=O)[nH]2)c1	-3	-5	-3	-9	-10	-0.028	1	-19	-0.3
42	Cc1sc2ncnc(SCC(=O)c3cccs3)c2c1C	-6	5	5	-5	5	2	5	-3[20 µM]	-0.8
43	O=C(/C=C/c1ccc(S(=O)(=O)N2CCOCC2)cc1)N1CCN(c2ccccc2)CC1	10	3	-14	15	-3	/	-3	-18	0.0
44	O=C1CCN(S(=O)(=O)c2ccccc2)CCN1CCOCc1ccc(C(F)(F)F)cc1	2	8	-22	-10	1	0.7	0	-28	/
45	CCOC(=O)c1[nH]c2cc3c(cc2c1NC(=O)CN1CCC2(CC1)OCCO2)OCO3	-2	-23	i	-1	-39	-0.026	-11	-33	-1.1
46	Cc1oc2c(C)c(O)ccc2c(=O)c1-c1cnn(-c2ccccc2)c1	4	-2	-8	-8	-10	1.2	-5	-1	-0.6
47	O=[N+]([O-])c1cc(/C=N/N2CCN(c3ccccc3)CC2)ccc1Cl	-1	8	2	6	-16	-0.58	2	-13	0.9
48	CCN(CC)C(=O)CSc1nnc2nnc3cc(C)ccc3n12	2	7	-2	-35	-1	-0.48	0	-7	1.6
49	CN(Cc1cnccn1)Cc1nc(Cc2ccccc2Cl)no1	-8	7	-18	1	2	-0.54	-3	-26	0.3
50	COc1ccc(CNC2CCCc3ccccc32)cc1OC (centres undefined)	-1	6	-6	5	-25	0.025	5	-25	-0.2
51	COc1cc(C2NC(=S)NC(O)(C(F)(F)F)C2C(=O)c2cccs2)cc(OC)c1O (centres undefined)	-4	7	15	/	-7	-1	-2	-12	0.7
52	CCCN1C(=O)c2cc(C(=O)NC3CCCC3)ccc2C1O (centres undefined)	-1	4	18	-5	-5	1.3	4	-16	-0.1
53	CCC(CC)c1nnc(NC(=O)c2cc(C(=O)OC)cc([N+](=O)[O-])c2)s1	-2	17	-18	/	-10	-0.41	9	-26	-0.3
54	CCCc1cc(=O)[nH]c(SCc2cc(=O)oc3cc(C)c(C(C)C)cc23)n1	-4	10	-8	/	-11	-2.8	9	-18	0.0
55	CCn1cc(C(=O)NC2CCc3ccccc32)c(=O)c2ccc(C)nc21 (centres undefined)	3	8	-1	2	-15	-1	4	-10[20 µM]	0.4
56	Cc1ccc(NS(=O)(=O)c2ccc3c(c2)CCC(=O)N3)cc1C	-3	2	22	/	/	0.61	0	-14	-0.5
57	O=C(NCc1ccco1)c1sc2cc(Cl)ccc2c1Cl	1	23	-9	-7	0	1.6	12	-19[20 µM]	0.0
58	CC(C)N1CCN(CC#Cc2ccccc2)CC1CCO (centres undefined)	-6	3	-18	13	0	1.1	-1	0	1.1
59	NC(=O)c1c(NC(=O)CSc2nc3c(c(C(F)(F)F)n2)CCc2ccccc2-3)sc2c1CCCC2	27	26	-20	-1	30	/	12	-20[20 µM]	-1.4
60	COC(=O)N/N=C(\C)c1ccccc1Br	-5	1	16	-2	4	0.75	-7	8[20 µM]	0.7
61	CCc1nc(SCc2cccnc2)c(C#N)cc1C	-1	-1	11	1	3	-0.028	4	-16[20 µM]	-1.1
62	COc1ccc(S(=O)(=O)N(C)CC(=O)Nc2ccccc2OC)cc1C	-5	1	-42	24	-9	-0.26	-7	13[20 µM]	-0.1
63	Cc1ccc(/C=C/C(=O)Nc2cccnc2)o1	-1	9	-13	5	-17	1.3	3	8	1.8
64	CC(=O)Nc1ccc(OCC(O)CN2CCN(c3ccccc3Cl)CC2)cc1 (centres undefined)	-3	2	-1	5	-10	-0.029	-4	-14[20 µM]	0.0

Single entries from the results shown:
Under m-calpain inh, entry 32 shows 25
Under Furin inh, entry 40 shows -30
Under Furin inh, entry 59 shows -20[20 µM]

The list continues:
item	molecule	thrombin 1536	FXIIa inh 1536	m-calpain inh	Rad51 HR inh	KLK5 inh	KCC2 mod	FXIa inh	Furin inh	PERK inhibitor
65	CCOC(=O)N1CCC(NC(=O)CSCc2cnn(-c3ccccc3)c2-n2cccc2)CC1	2	5	14	3	-9	/	6	-6	-2.0
66	CCc1cc2c(=O)n(N)c(CCC(=O)O)nc2s1	6	16	-12	5	-22	0.24	2	-13[20 µM]	-0.6
67	COc1ccc(C2OC[C@H]3O[C@H](O)[C@H](NC(C)=O)[C@@H](O)[C@@H]3O2)cc1 (some centres undefined)	-7	6	-7	0	0	/	-3	-26	0.2
68	O=[N+]([O-])c1ccc(C(O)C23CN4CN(CN(C4)C2)C3)cc1 (centres undefined)	-1	11	14	/	4	0.2	2	-22	-0.1
69	COc1cc(S(=O)(=O)Nc2ccccc2C)ccc1NC(=O)c1ccncc1	-4	3	-13	/	-4	0.23	-5	-24	-0.3
70	C=CCNc1ccc(F)c(F)c1N1CCCCCC1=O	-1	8	7	-3	-4	-0.91	-6	-13	-0.1

A portion of the library; count on the stated rates, not on these rows.
